Tau ThT inhib = qHTS for Inhibitors of Tau Fibril Formation, Thioflavin T Binding | Microtubule-associated protein tau (Homo sapiens), P10636 | recombinant tau K18 P301L, heparin-induced fibrillization, ThT fluorescence | Potency, µM (series often up to 57.4 µM), for the others: top-dose activity, negative = inhibition, hits mostly inhibitors | actives 2.1% (n = 270,000) | AID 1460, 2008; note: % is set by controls: 0 for no effect and ±100 for the full control effect; nearly all actives have a fitted effect of over 55% in size
Target sequence (P10636 561-689 P618L limits assumed): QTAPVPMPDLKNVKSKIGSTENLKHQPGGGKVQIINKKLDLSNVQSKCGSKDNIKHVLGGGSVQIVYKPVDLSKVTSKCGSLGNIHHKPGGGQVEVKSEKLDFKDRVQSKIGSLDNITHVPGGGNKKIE
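ThT emission at 510 nm, taken 1 hr after adding 30 uM dye, quantifies aggregates formed when 20 uM heparin acts on human tau K18 P301L for 6 hr at 37 C.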
GAA inh = qHTS Assay for Inhibitors of Human alpha-Glucosidase as a Potential Chaperone Treatment of Pompe Disease | Lysosomal alpha-glucosidase (Homo sapiens), P10253 | purified human GAA, 4-MU-alpha-glucoside fluorescence | Potency, µM (series often up to 76.9 µM), for the others: top-dose activity change, negative = inhibition, hits mostly inhibitors | actives 0.005% (n = 200,000) | AID 1466, 2008;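 note: plate controls were uninhibited enzyme wells for no effect and no-enzyme background for full effect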
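Human enzyme at 4 nM with 400 uM 4-methylumbelliferyl-alpha-D-pyranoside, citrate/phosphate buffer pH 5.0, 0.005% Tween-20, 20 min at room temperature. Compounds up to 77 uM. 4-MU fluorescence (Ex 365/Em 440) read after NaOH/glycine stop; AC50 from Hill fit.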
aGlu spleen mod = qHTS Assay for Inhibitors and Activators of Human alpha-Glucosidase From Spleen Homogenate; human spleen homogenate, 4-MU-alpha-glucoside fluorescence; Potency, µM (series often up to 79.9 µM), without a hit: at the highest dose activity change, negative = inhibition, actives largely listed as inhibitors; actives 0.006% (n = 240,000);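 note: 0% = enzyme with vehicle and -100% = no enzyme basal signal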
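AC50 values come from Hill-equation fits of concentration-response data, normalized to no-enzyme and full-activity controls. Enzyme source: 1 ug human spleen homogenate; 1 mM fluorogenic 4-MU glucoside, pH 5.0 citrate buffer, 37 C, 40 min.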
GAA glycogen = qHTS Assay for Inhibitors and Activators of Human alpha-Glucosidase Cleavage of Glycogen. Potency, µM (top dose mostly 76.4 µM), for inactives: top-dose activity change, negative = inhibition, hits mostly inhibitors. actives 0.38% (n = 300,000). recombinant GAA, glycogen substrate, Amplex Red glucose oxidase fluorescence. Lysosomal alpha-glucosidase (Homo sapiens), P10253;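 note: 0% = full enzyme reaction and -100% = no-enzyme basal signal; the screen sought inhibitors and activators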
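Recombinant enzyme (4 nM final) with compounds titrated up to 77 uM and bovine liver glycogen (30 ug) in citrate pH 5.0, 0.01% Tween-20, 37 C 40 min. Released glucose detected by Amplex Red/glucose oxidase (Ex 573/Em 610); AC50 from Hill fits.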
Tau fluor cs = Counterscreen qHTS for Inhibitors of Tau Fibril Formation, Fluorescence Polarization; actives 0.93% (n = 280,000); AID 1463, 2008; tau K18 P301L Alexa594 fluorescence, heparin fibrillization; Potency, µM (series often up to 57.7 µM), for the others: at the highest dose activity change, negative = decrease; note: % is set by controls: 0 for no effect and ±100 for the full control effect; nearly all actives have a fitted effect of over 55% in size
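Human tau K18 P301L (15 uM unlabeled, 0.24 uM Alexa 594-labeled) in 100 mM sodium acetate pH 7 with 20 uM heparin, 6 hr at 37 C. ThT 30 uM added, 1 hr ambient; Alexa 594 FP and total fluorescence read at 555/632 nm.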
GLA spleen mod = qHTS Assay for Inhibitors and Activators of Human alpha-Galactosidase From Spleen Homogenate | AID 2107, 2009 | human spleen homogenate, 4MU-alpha-Gal fluorescence, 40 min | Potency, µM (titrated, usually from 80 µM), without a hit: at the top dose activity change, negative = inhibition, hits mostly inhibitors | actives 0.008% (n = 240,000) | Alpha-galactosidase A (Homo sapiens), P06280;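 note: 0% = enzyme with vehicle and -100% = no enzyme basal signal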
Target sequence (P06280 32-429 limits assumed): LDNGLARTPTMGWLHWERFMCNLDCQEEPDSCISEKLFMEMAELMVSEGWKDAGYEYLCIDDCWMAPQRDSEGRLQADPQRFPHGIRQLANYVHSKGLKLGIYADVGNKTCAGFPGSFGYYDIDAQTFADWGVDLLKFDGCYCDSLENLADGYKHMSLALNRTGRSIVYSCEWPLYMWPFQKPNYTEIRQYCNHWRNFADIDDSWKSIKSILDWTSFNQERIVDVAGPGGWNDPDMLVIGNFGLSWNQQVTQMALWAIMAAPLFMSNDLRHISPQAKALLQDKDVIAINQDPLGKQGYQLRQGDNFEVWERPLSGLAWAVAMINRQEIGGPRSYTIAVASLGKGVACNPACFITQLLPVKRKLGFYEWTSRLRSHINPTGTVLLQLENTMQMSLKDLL
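qHTS titration in buffer at pH 5.0. Alpha-galactosidase activity in spleen homogenate was measured via 4-methylumbelliferone release from 1 mM fluorogenic substrate after 40 min at 37C and a pH 10 stop. AC50 came from Hill fits of control-normalized data.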
HTT ATP protect = qHTS Multiplex Assay to Identify Dual Action Probes in a Cell Model of Huntington: Cytoprotection (ATP); PC12 HTT-Q103 induced, cytoprotection, ATP luminescence, 40 h; Potency, µM (titrated, usually from 56.4 µM), for the others: cytoprotection (ATP increase), most hits filed as activators; actives 0.14% (n = 230,000);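 note: % of control where 0% means no effect; nearly all actives have a fitted effect of over 45% in size; toxic huntingtin expression switched on by the ecdysone agonist tebufenozide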
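PC12 cells with ecdysone-inducible HTT exon 1 Q103-GFP, induced with 100 nM tebufenozide and co-treated with library compounds in a dose series (1536-well, 1500 cells/well). Cytoprotection read as ATP content by ATPlite luminescence.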
Tau FP inhib = qHTS for Inhibitors of Tau Fibril Formation, Fluorescence Polarization. Microtubule-associated protein tau (Homo sapiens), P10636. K18 P301L tau heparin fibrillization, Alexa594 FP, 6 h. Potency, µM (doses to about 57.7 µM), for the others: at the top dose activity, negative = inhibition, hits mostly inhibitors. actives 0.39% (n = 280,000). AID 1468, 2008; note: % is set by controls: 0 for no effect and ±100 for the full control effect; nearly all actives have a fitted effect of over 55% in size
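Human tau K18 […] P301L fragment, 15 uM unlabeled plus 0.24 uM Alexa 594-labeled tau (final), with compound and 20 uM heparin in 100 mM sodium acetate pH 7; 6 hr at 37 C, then Alexa 594 FP read.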
* marks the source's active call; other numbers are inactive results; ? = inconclusive; · = no result given; & = joins results of further samples; [ ] = another dose, or the depositor's remark. Calls come from the whole dose curve; as a rule, active = well fitted curve in the direction sought with a large enough effect; inconclusive = small, poorly fitted or top-dose-only effect, or another doubt; inactive = no such curve, though single readings can be large; an effect the other way counts as inactive or inconclusive. Potency is the fitted concentration of half-maximal effect.

SMILES	Tau ThT inhib	GAA inh	aGlu spleen mod	GAA glycogen	Tau fluor cs	GLA spleen mod	HTT ATP protect	Tau FP inhib
Cc1csc(NC(=O)Nc2ccc(Cl)cc2)n1	0%	-3%	-6%	-3%	-12%	13%	-1%	-7%
CCCCCCC(=O)N(O)C1CC(=O)N(Cc2ccccc2)C1=O (stereo unspecified)	?	4%	-4%	-4%	-14%	8%	3%[10 µM]	-4%
Cc1cc(=O)[nH]c(SCC(=O)Nc2ccc(Br)cc2)n1	-2%	·	4%	5%	-5%	10%	20%[10 µM]	2%
CCCCCCCC/C=C\CCCCCCCC(=O)NCCO	?	·	6%&7%&-10%&8%	·	?	12%&-1%&2%&-10%	-21%	7%&-6%&6%&-7%
CC(C)CNC(=O)c1cccc(Cn2cc(Cl)cn2)c1	-6%	-1%	6%	3%	0%	4%	-33%	-1%
COc1cc(C(=O)NCc2ccco2)c(Br)c(OC)c1OC	-9%	-1%	6%	3%	2%	13%	-19%	7%
Cc1ccc(C)c(Cn2c(=O)n(CCC(=O)NCc3ccco3)c(=O)c3ccccc32)c1	2%	2%	0%	-2%	1%	-2%	-4%[10 µM]	-3%
Cc1ccc(-c2noc(CCC(=O)Nc3ccc(F)cc3Cl)n2)cc1	1%	·	·	3%[76.3 µM]	5%	·	·	3%
Cc1ccccc1Nc1c(-c2ccc(N3CCOCC3)cc2)nc2cnccn12	·	·	-2%	?	-21%	0%	-25%[10 µM]	?
O=c1c(N2CCOCC2)c(N2CCOCC2)c1=O	·	·	1%	·	-8%	2%	5%[10 µM]	-5%
COCCCNC(=S)N1CCC(C(=O)c2ccc3c(c2)OCCO3)CC1	-9%	-4%	-11%	4%	-8%	10%	-32%[inhibitor]	-2%
Cc1ccccc1-n1c(=O)c(C#N)cc2c(=O)n3ccccc3nc21	-16%	?	21%	3%	-17%	?	-6%	-2%
CCOc1ccccc1NC(=O)C1CCCN1C(=O)OCc1ccccc1 (stereo unspecified)	-6%	0%	-2%	5%	-6%	-1%	6%	-2%
Cc1nnc2sc(-c3ccco3)nn12	4%	-7%	-5%	6%	2%	11%	-13%[0.074 µM]	2%
O=C(Nc1c2c(nn1-c1ccc(F)cc1)CS(=O)C2)c1ccc(S(=O)(=O)N2CCOCC2)cc1 (stereo unspecified)	-1%	-8%	·	-5%	0%	3%	-3%	6%
COC(=O)CC1C2(C)CC34OC5(C)O[C@@]6(C7/C(=C(/OC)C(C)C)C(=O)OC(c8ccoc8)[C@@]7(C)C(OC(=O)C(C)C)C(OC)[C@]6(O5)[C@@]13C)C(OC)[C@]4(OC)C2OC(C)=O (stereo partly specified)	?	·	7%	·	-13%	11%	?	-1%
O=C(O)C1(NS(=O)(=O)c2ccc(F)c(Cl)c2)CCCCC1	-1%	-14%	2%	2%	4%	9%	-36%[0.074 µM]	4%
O=C1[C@@H]2[C@@H]3C[C@@H]([C@H]4ON=C(c5ccc(Cl)cc5)[C@@H]34)[C@@H]2C(=O)N1C1CCCCC1	-6%	?	-3%	7%	-16%	-7%	44%[10 µM]	0%
COc1cc(/C=C2\NC(=S)N(C)C2=O)ccc1O	?	?	10%	10µM*	-16%	-4%	-6%	5%
Cc1cc(C)nc(N/N=C/c2ccccc2Cl)n1	0%	·	0%	-14%	-1%	14%	0%[10 µM]	?
Cn1c(=NC(=O)C(C)(C)C)sc2cccc(F)c21	-2%	·	1%	-5%	-3%	0%	15%[10 µM]	-4%
Cc1ccccc1NC(=O)Nc1nc2ccc(S(C)(=O)=O)cc2s1	8%	9%	4%	-4%	2%	3%	-9%[10 µM]	-8%
Cn1c(-c2cccc([N+](=O)[O-])c2)cnc1NCc1ccc(C#N)cc1	?	?	-2%	?	-3%	7%	6%[10 µM]	10%
CC1(C)CC(CCNS(=O)(=O)c2ccccc2)(c2ccccc2)CCO1 (stereo unspecified)	-13%	3%	-4%	-5%	-19%	-2%	32%[10 µM]	-2%
COc1ccccc1CNC(=O)Nc1ccc2c(c1)N(C)C(=O)c1ccccc1S2	?	·	·	-6%[76.3 µM]	-23%	·	·	-3%
CSCCC(NC(=O)c1cc([N+](=O)[O-])cc([N+](=O)[O-])c1)c1nc2ccccc2[nH]1 (stereo unspecified)	6%	6%	10%	-1%	-1%	19%	7%[10 µM]	1%
C=CCOC(=O)C(C#N)c1nc2ccccc2nc1N1CCN(Cc2ccccc2)CC1 (stereo unspecified)	?	6%	-13%	-1%	-22%	0%	-4%	4%
C=CCn1c(O)c(N=Nc2nc3ccccc3c(=O)n2-c2ccccc2)c2ccccc21	?	2%	1%	0%	-3%	0%	6%[10 µM]	-2%
CCc1ccc(NC(=O)Cn2c(=O)n(CCCC(=O)NCCc3ccc(OC)c(OC)c3)c(=O)c3ccccc32)cc1	-22%	·	·	10%[76.3 µM]	-25%	·	·	-6%
CCc1ccc(-n2c(=O)c3c(C)c(C(=O)N(C)C)sc3n(CC(=O)NCc3ccco3)c2=O)cc1	-4%	1%	3%	17%	-4%	-13%	17%	6%
CCCCNC(=O)Nc1c(C)cc(SC#N)cc1C	22µM*	4%	2%	6%	-13%	1%	8%	?
COc1cc(CNCCCCO)ccc1OCc1ccccc1F	0%	6%	-5%	2%	6%	1%	-59%	9%
CC1CCN(CCNC(=O)c2ccc(NC(=O)C3CCCO3)cc2)CC1 (stereo unspecified)	-10%	-3%	1%	5%	-6%	2%	8%[1.9 µM]	-4%
Cc1cc(C(=O)OCC(=O)Nc2cccc(S(=O)(=O)N(C)C)c2)c2ccccc2n1	-9%	0%	·	-3%	-26%	0%	-1%	-8%
CCOC(=O)C1=C(C)S/C(=C\N(C)C)C1=O	-10%	-2%	-4%	-16%	3%	2%	-3%	4%
COc1ccc(S(=O)(=O)N2CCOCC2)cc1NC(=O)COC(=O)c1ccc(C)s1	0%	-7%	·	-11%	-12%	0%	21%[10 µM]	2%
Cc1cc(C)n2c(SCC(=O)N(C)C3CCCCC3)nnc2n1	10%	10%	-4%	7%	7%	-7%	-6%[10 µM]	2%
CC(C)OC(=O)CSc1nnc(-c2ccccn2)n1N	-8%	·	4%	3%	-5%	-9%	25%[10 µM]	-7%
Cc1ccccc1OC1C=CC(c2ccccc2)OC1CO (stereo unspecified)	-4%[11.5 µM]	·	1%[17.4 µM]	·	-4%[11.6 µM]	0%[17.5 µM]	4%[10 µM]	-4%[11.6 µM]
Oc1c(C=Nc2ccccc2)sc2ccccc12	-4%	9%	2%	10%	6%[2.34 µM]	-3%	-6%[10 µM]	-8%[2.34 µM]
CCOC(=O)C1CCN(S(=O)(=O)c2ccc(NC(C)=O)c(Cl)c2)CC1	4%	-18%	0%	6%	12%	-7%	5%[10 µM]	4%
CCSC1=C(C#N)C(c2ccccc2OC)CC(=O)N1 (stereo unspecified)	1%	-11%	-2%	1%	6%	-9%	-18%[10 µM]	12%
CCOC(=O)c1c(NC(=O)COc2c(C)cc(Cl)cc2Cl)sc2c1CCCC2	-10%	·	·	-7%[76.3 µM]	-14%	·	·	-1%
Cc1cc(C)n(CCNC(=O)CC2C(=O)NCCN2CC2CCCCC2)n1 (stereo unspecified)	-6%	11%	-1%	11%	-1%	-2%	12%[10 µM]	5%
Cc1[nH]nc(SCC(=O)N(C)c2ccccc2)c1[N+](=O)[O-]	-4%	11%	-1%	3%	-7%	5%	-37%	2%
NNC(=O)c1sc(-c2ccccc2)cc1N	?	4%	-2%	2%	-20%	-2%	-39%[inhibitor]	13%
CC(C)(C)C(=O)Cn1c(=O)n(-c2ccc(Cl)cc2)c(=O)c2c3c(sc21)CCCC3	-2%	·	·	-8%[76.3 µM]	-6%	·	·	2%
COc1ccc(C2CC(O)(c3ccccc3)Oc3c(C)ccc(C)c32)cc1 (stereo unspecified)	-13%	·	2%&3%	?	-25%	6%&-4%	-10%[10 µM]	-3%
O=C(CSCc1cccc(CSCC(=O)Nc2ccc3ccccc3c2)n1)Nc1ccc2ccccc2c1	-3%	-9%	1%	-6%	?	4%	18%	?
O=C(O)CN1CCN(Cc2ccccc2Cl)C1=O	-10%	-6%	-1%	2%	-5%	-19%	6%[0.074 µM]	4%
S=c1[nH]nc(-c2ccco2)n1/N=C/c1c(Cl)cccc1Cl	7%	·	-3%	1%	-2%	0%	20%[10 µM]	-7%

Compound profiles, as listed above. Order of values: Tau ThT inhib | GAA inh | aGlu spleen mod | GAA glycogen | Tau fluor cs | GLA spleen mod | HTT ATP protect | Tau FP inhib
Shown for Cc1[nH]nc(SCC(=O)N(C)c2ccccc2)c1[N+](=O)[O-] = -4% | 11% | -1% | 3% | -7% | 5% | -37% | 2%
Shown for Cc1cc(C)n(CCNC(=O)CC2C(=O)NCCN2CC2CCCCC2)n1 (stereo unspecified) = -6% | 11% | -1% | 11% | -1% | -2% | 12%[10 µM] | 5%

Structural class, the compounds so far containing an aryl thioether with sulfur outside any ring (four)
SMILES	Tau ThT inhib	GAA inh	aGlu spleen mod	GAA glycogen	Tau fluor cs	GLA spleen mod	HTT ATP protect	Tau FP inhib
Cc1cc(=O)[nH]c(SCC(=O)Nc2ccc(Br)cc2)n1	-2%	·	4%	5%	-5%	10%	20%[10 µM]	2%
Cc1cc(C)n2c(SCC(=O)N(C)C3CCCCC3)nnc2n1	10%	10%	-4%	7%	7%	-7%	-6%[10 µM]	2%
CC(C)OC(=O)CSc1nnc(-c2ccccn2)n1N	-8%	·	4%	3%	-5%	-9%	25%[10 µM]	-7%
Cc1[nH]nc(SCC(=O)N(C)c2ccccc2)c1[N+](=O)[O-]	-4%	11%	-1%	3%	-7%	5%	-37%	2%
